LDHA block: qHTS assay for inhibitors of human lactate dehydrogenase | purified LDHA, NADH/diaphorase-resazurin fluorescence; hits give low values | activity change, % (values are at about 110 or 230 µM) | AID 1347041, 2019 | 480,000 compounds, 0.15% hits; in the data active = activity change below about -30%; inconclusive = mostly about -25% to -30%;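 note: plate controls were DMSO wells for no effect and wells without enzyme for full effect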
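Enzyme activity of human lactate dehydrogenase 5 (2 nM; 0.06 mM NADH, 0.2 mM pyruvate, 5 min, RT) is measured via a resazurin/diaphorase fluorescence readout of residual NADH.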
ERG Ets-DNA blk: qHTS for Small Molecule Inhibitors of the ERG Ets/DNA interaction; Transcriptional regulator ERG (Homo sapiens), P11308; fluorescence polarization, His-ERG Ets domain / labelled DNA; Potency, µM (highest dose often 76.9 µM), for inactives: at the highest dose FP activity, negative = inhibition, usual class: inhibitors; 370,000 compounds, 0.028% hits; active = well fitted inhibition curve with a large enough effect in the polarisation, with a control signal flat; inconclusive = small, poorly fitted or top-dose-only effect, or effect the other way, or a change in a side signal; inactive = no such curve, though single readings can be large or run the other way; the % refers to the polarisation;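 note: polarization taken with two DNA probes labelled with fluorescein and Texas red; potency is the fitted concentration of half-maximal effect; % of control where 0% means no effect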
Target sequence (P11308 whole entry, looked up, the tested form may be a part): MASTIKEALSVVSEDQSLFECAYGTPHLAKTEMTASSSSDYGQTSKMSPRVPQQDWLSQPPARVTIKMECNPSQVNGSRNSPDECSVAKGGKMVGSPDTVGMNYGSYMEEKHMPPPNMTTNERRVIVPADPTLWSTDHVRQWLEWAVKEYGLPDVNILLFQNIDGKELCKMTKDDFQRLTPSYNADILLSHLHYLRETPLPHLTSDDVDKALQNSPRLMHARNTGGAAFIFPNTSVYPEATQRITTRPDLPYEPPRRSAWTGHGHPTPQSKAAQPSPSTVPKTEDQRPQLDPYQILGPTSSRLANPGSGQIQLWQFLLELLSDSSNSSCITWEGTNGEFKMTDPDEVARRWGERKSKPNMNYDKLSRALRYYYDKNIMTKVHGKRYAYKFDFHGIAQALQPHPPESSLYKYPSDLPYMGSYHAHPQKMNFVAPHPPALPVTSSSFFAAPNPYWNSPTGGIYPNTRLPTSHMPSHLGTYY
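His-tagged ERG Ets domain (1 uM in the protein solution; 300mM KCl, 50mM Tris-HCl, 1mM EDTA, 1mM DTT, pH 7.5) received compound, then a probe mix of 5 nM fluorescein-DNA and 100nM Texas-615-DNA. Fluorescence polarization was read for both dyes.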
Apoferritin bind: qHTS Assay for Identification of Novel General Anesthetics; Ferritin light chain (Equus caballus), P02791; apoferritin/1-aminoanthracene competitive binding, fluorescence; Potency, µM (titrated, usually from 77.5 µM), inactives show top-dose activity change, negative = displacement, most hits filed as inhibitors; 350,000 compounds, 0.074% hits; note: potency is the fitted concentration of half-maximal effect; % is set by controls: 0 for no effect and ±100 for the full control effect; nearly all actives have a fitted effect of over 20% in size
Target sequence (P02791 2-175 limits assumed): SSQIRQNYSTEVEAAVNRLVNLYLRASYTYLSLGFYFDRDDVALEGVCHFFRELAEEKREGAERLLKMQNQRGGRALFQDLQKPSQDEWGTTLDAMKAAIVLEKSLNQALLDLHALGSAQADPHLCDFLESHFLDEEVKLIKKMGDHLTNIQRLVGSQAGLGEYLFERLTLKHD
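Horse-spleen apoferritin (10 uM) was mixed with 50% saturated 1-aminoanthracene in PBS, exposed to compounds for 10 min at room temperature, and read for fluorescence (ex 380 nm, em 535 nm). Competitive displacement was fitted with a four-parameter Hill equation.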
APE1 inh: qHTS Assay for Inhibitors of the Human Apurinic/apyrimidinic Endonuclease 1 (APE1); DNA repair nuclease/redox regulator APEX1 (Homo sapiens), P27695; recombinant APE1, TAMRA/BHQ-2 abasic DNA cleavage fluorescence; Potency, µM (highest dose often 65.8 µM), without a hit: top-dose activity change, negative = inhibition, hits mostly inhibitors; 350,000 compounds, 0.35% hits; AID 2517, 2012;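 note: potency is the fitted concentration of half-maximal effect; plate controls were vehicle for no effect and reference inhibitor for full effect; nearly all actives have a fitted effect of over 55% in size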
Target sequence (P27695 whole entry, looked up): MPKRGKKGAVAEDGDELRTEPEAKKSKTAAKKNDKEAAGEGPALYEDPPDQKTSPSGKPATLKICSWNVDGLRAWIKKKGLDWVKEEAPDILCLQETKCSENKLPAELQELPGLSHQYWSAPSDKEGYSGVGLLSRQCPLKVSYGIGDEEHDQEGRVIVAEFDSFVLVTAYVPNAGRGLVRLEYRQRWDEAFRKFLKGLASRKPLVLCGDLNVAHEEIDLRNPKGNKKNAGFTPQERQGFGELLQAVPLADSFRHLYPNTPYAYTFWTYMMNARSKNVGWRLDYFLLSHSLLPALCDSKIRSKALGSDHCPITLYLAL
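Substrate: short duplex with […] THF abasic site, 5'-TAMRA and 3'-BHQ-2, 50 nM final. APE1 at 0.75 nM, preincubated 15 min RT with compound. Fluorescence increase from first to third read measured activity.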
ALOX12 inh: Primary qHTS assay for inhibitors of human arachidonate 12S-lipoxygenase (ALOX12): Round 2; Polyunsaturated fatty acid lipoxygenase ALOX12 (Homo sapiens), P18054; purified 12hLO, xylenol orange hydroperoxide absorbance; Potency, µM (titrated, usually from 108 µM), for inactives: at the top dose activity change, negative = inhibition, hits mostly inhibitors; 580,000 compounds, 1.1% hits; note: potency is the fitted concentration of half-maximal effect; % is set by controls: 0 for no effect and ±100 for the full control effect
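Purified human 12hLO (150 nM final) in 25 mM Hepes, 0.01% Triton X-100, pH 7.0 was preincubated 15 min at room temperature with compound. Then 40 uM arachidonic acid was added, 30 min. Hydroperoxide was read by Fe-XO absorbance ratio 573/405 nm.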
Pol eta inh: qHTS for Inhibitors of Polymerase Eta; DNA polymerase eta (Homo sapiens), Q9Y253; recombinant Pol eta, fluorescent DNA replication assay; Potency, µM (titrated, usually from 114 µM), inactives show top-dose activity change, negative = inhibition, hits mostly inhibitors; 390,000 compounds, 1.2% hits; note: potency is the fitted concentration of half-maximal effect; % is set by controls: 0 for no effect and ±100 for the full control effect
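Fluorescent replication assay: 50 nM final substrate added after a 15 min room-temperature compound preincubation with 10 nM enzyme. Signal taken at 0 min and again at 10 min.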
Pol kappa inh: qHTS for Inhibitors of Polymerase Kappa | Potency, µM (series often up to 107 µM), without a hit: at the top dose activity, negative = inhibition, most hits filed as inhibitors | 400,000 compounds, 0.53% hits | purified Pol kappa, fluorescent DNA synthesis assay, 10 min | DNA polymerase kappa (Homo sapiens), Q9UBT6; note: potency is the fitted concentration of half-maximal effect; % is set by controls: 0 for no effect and ±100 for the full control effect
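Here, compound and 10 nM enzyme are combined for 15 min at room temperature; adding 50 nM substrate (final) starts DNA synthesis, tracked by fluorescence at 0 and 10 min against buffer-only wells.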
RGS4 inh: Inhibitors of Regulator of G Protein Signaling (RGS) 4: qHTS. Regulator of G-protein signaling 4 (Homo sapiens), P49798. Transcreener GDP fluorescence polarization, RGS4-accelerated GTP hydrolysis. Potency, µM (series often up to 114 µM), for inactives: at the top dose activity change, negative = inhibition, hits mostly inhibitors. 390,000 compounds, 0.039% hits; note: potency is the fitted concentration of half-maximal effect; % is set by controls: 0 for no effect and ±100 for the full control effect; nearly all actives have a fitted effect of over 75% in size; some results filed as inactive show a strong effect at the top dose
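MLSMR compounds (23 nl, pin-transferred) preincubated 10 min at room temperature with a 500nM (2x) first reagent, then RGS4 at 900nM (2x) plus Transcreener GDP mix added; fluorescence polarization (620/688 nm) read before and after 90 min at 30 °C.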
POLB inh: qHTS Assay for Inhibitors of DNA Polymerase Beta | P06746 | Pol beta primer extension/strand displacement, fluorescence kinetic | Potency, µM (top dose mostly 114 µM), for inactives: at the highest dose activity change, negative = inhibition, usual class: inhibitors | 340,000 compounds, 1.3% hits; note: potency is the fitted concentration of half-maximal effect; % is set by controls: 0 for no effect and ±100 for the full control effect
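Enzyme-only controls used 10 nM Pol beta; buffer lacking enzyme served as negative control. Compound preincubated 15 min, then 50 nM substrate added; 0 and 10 min reads at room temperature.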
An asterisk follows results filed as active; i = inactive; ? = inconclusive; nt = not tested or not shown; & = joins results of further samples; [ ] = dose if it differs, or a comment. Unless noted, calls come from the whole dose curve; as a rule, active = well fitted curve in the direction sought with a large enough effect; inconclusive = small, poorly fitted or top-dose-only effect, or another doubt; inactive = no such curve, though single readings can be large; an effect the other way counts as inactive or inconclusive. This is a subset. The share of hits here may be higher or lower than overall.

SMILES	LDHA block	ERG Ets-DNA blk	Apoferritin bind	APE1 inh	ALOX12 inh	Pol eta inh	Pol kappa inh	RGS4 inh	POLB inh
CSc1cccc(NC(C)=O)c1	-15	nt	0%	1%	5%	-3%	-4%	11%	5%
CCC(C(=O)NCCc1ccc(Cl)cc1)n1ccc2cc(S(=O)(=O)N3CCCCC3)ccc21 (stereo not given)	-7	1%	50%[activator]	nt	0%	-29%	2%	36%	13%
CCCCCCCCC(=O)NCc1cc(OC)c(O)cc1I	nt	nt	nt	-7%	20%	nt	-13%[19.4 µM]	i	nt
COc1ccc2cc(C(=O)NCc3ccco3)c(=O)oc2c1	-2	-1%	2%	10%	-7%	-5%	-10%	-1%	4%
C=CCC1(C#N)C(=S)NC2=C(C(=O)CC(C)(C)C2)C1c1ccc(Br)cc1 (stereo not given)	1	4%	5%	-1%	13%	-11%	0%	-6%	16%
O=C1NC2c3ccccc3CC2O1 (stereo not given)	0	5%	-7%	4%	-2%	-8%	-15%	-14%	21%
O=C(O)c1sccc1NC(=O)c1c(Cl)cccc1Cl	-12	-2%	6%	41%[activator]	?	-16%	-8%	-3%	2%
COc1ccc(NC(=O)CN(C)S(=O)(=O)c2ccc(Br)s2)cc1	0	10%	0%	-22%	4%	-7%	-10%	4%	2%
COc1cc(OC)c(Nc2cc(C)nc3nc(C)nn23)cc1Cl	-5	-2%	4%	-1%	-53%	5%	-2%	-1%	-6%
Cc1[nH]n(-c2ccccc2)c(=O)c1/C=N/NC(=O)C(C)C	5	-4%	-3%	-1%	?	0%	11%	-22%	3%
CC(C)c1ccc(C2C(C(=O)c3ccco3)=C(O)C(=O)N2CC2CCCO2)cc1 (stereo not given)	1	5%	2%	47%[activator]	?	-9%	-21%	2%	18%
COc1ccc(OC)c(NC(=O)c2cnc(Nc3ccccc3OC)c3ccccc23)c1	0	-9%	361%[activator]	0%	7%	-1%	-17%	16%	-2%
Cc1ncc([N+](=O)[O-])n1CC(=O)NCCc1ccccc1	-10	-1%	-7%	-4%	2%	-4%	-10%	6%	37%
COc1ccc(-c2noc(CCCOc3ccc(Cl)cc3Cl)n2)cc1	-1	-4%	48%[activator]	12%	0%	-22%	-16%	9%[11.4 µM]	5%
COc1ccc(OC)c(CNC(=O)c2cnc(N(C)C)nc2)c1	-7	-2%	38%[activator]	nt	-13%	nt	-10%[60.1 µM]	-13%	1%
CCOc1ccc(NC(=O)Cn2sc3nc(C)cc(C)c3c2=O)cc1	-18	-9%	-6%	2%	nt	-13%	-13%	-128%	1%
COc1ccc(-n2nc(C(=O)N3CCCCC3)c3ccccc3c2=O)cc1	-5	-5%	4%	4%	-15%	-6%	-6%	17%	-16%
N#CCCn1cc(C(CC(=O)c2ccccc2)C(=O)O)c2ccccc21 (stereo not given)	4	-2%	-4%	-2%	-20%	-1%	-5%	6%	3%
COc1cccc(OC)c1C(=O)Nc1ccnn1C	1	4%	13%	8%	nt	-14%	-9%	-7%	43%
Nc1nc2c(ccc3ccccc32)s1	3	-4%	nt	nt	46%[activator]	-11%	-12%	38%	nt
CS(=O)(=O)N(Cc1ccccc1)c1ccc(C(=O)NCc2ccccc2)cc1	-14	-16%	-13%	-4%	-13%	-8%	-18%	4%	10%
CCOC(=O)CSc1ncc(OC)c(=O)[nH]1	-4	-3%	-8%	-1%	-15%	-16%	-2%	-29%	12%
Cc1ccc(S(=O)(=O)Nc2ccc(S(=O)(=O)NC(C)(C)C)cc2)cc1	-5	5%	-18%	-3%	0%	1%	2%	6%	8%
Cc1cccc(NC(=O)C2CCCN(S(=O)(=O)c3ccc4[nH]c(=O)ccc4c3)C2)c1 (stereo not given)	0	4%	?	35%	449%[activator]	-6%	-3%	-13%	-1%
COc1ccc(-c2nnc(C3CCN(C(=O)c4ccccc4F)CC3)o2)cc1	-11	-5%	-1%	nt	?	5%	-18%	16%	24%

Laid out differently: two of the compounds above
Results follow in this order: LDHA block | ERG Ets-DNA blk | Apoferritin bind | APE1 inh | ALOX12 inh | Pol eta inh | Pol kappa inh | RGS4 inh | POLB inh
- CC(C)c1ccc(C2C(C(=O)c3ccco3)=C(O)C(=O)N2CC2CCCO2)cc1 (stereo not given)
    1 | 5% | 2% | 47%[activator] | ? | -9% | -21% | 2% | 18%
- O=C1NC2c3ccccc3CC2O1 (stereo not given)
    0 | 5% | -7% | 4% | -2% | -8% | -15% | -14% | 21%

Further records:
SMILES	LDHA block	ERG Ets-DNA blk	Apoferritin bind	APE1 inh	ALOX12 inh	Pol eta inh	Pol kappa inh	RGS4 inh	POLB inh
CC(C(=O)Nc1cc([N+](=O)[O-])ccc1Cl)N1CCN(c2ccccc2)CC1 (stereo not given)	3	2%	-8%	3%	5%	-4%	-5%	-5%	21%
CCOC(=O)CC(NC(=O)c1cc2c(=O)n3cccc(C)c3nc2s1)c1ccc(OCC)c(OC)c1 (stereo not given)	-2	-8%	?	nt	-15%	-9%	3%	-6%	-1%
O=C(OCC(=O)N1CCN(C(=O)c2ccco2)CC1)c1ccccc1C(=O)c1ccccc1	-6	-1%	4%	-1%	335%[activator]	-7%	4%	6%	8%
CC(C)(C)c1ccc(NC(=O)N2CCCN(c3c(Cl)cncc3Cl)CC2)cc1	5	8%	-7%	-7%	-4%	-19%	-29%	11%	-5%
N/C(=N\OC(=O)c1ccc(Cl)c(Cl)c1)c1ccccn1	-4	-10%	-15%	-2%	-10%	-12%	-11%	8%	17%
Fc1ccccc1Sc1ccccc1CNC1=NCCN1	-14	4%	3%	-2%	?	-18%	-16%	-3%	42%
CC(C)CC(=O)Nc1ccc2oc(-c3ccncc3)nc2c1	0	5%	-3%	10%	124%[activator]	-11%	4%	-3%	16%
CN(C(=O)CSC1=NC2C(N=N1)c1cc(Br)ccc1N2C)C1CCCCC1 (stereo not given)	-4	-6%	-6%	14%	0%	-14%	-3%	17%	28%
Cc1ccc(C(=O)c2oc3ccccc3c2NC(=O)COc2ccc(C(C)C)cc2)cc1	-6	1%	9%	nt	-19%	-13%	-5%	7%	-9%
Cc1noc(C)c1CCC(=O)N1CCCC(CCC(=O)NCc2ccccc2F)C1 (stereo not given)	-3	19%	-6%	12%	9%	-2%	0%	33%	27%
COC(=O)[C@@]1(Cc2ccc(F)cc2)[C@H]2c3cc(C(=O)N(C)C)n(Cc4ccccc4)c3C[C@H]2CN1C(=O)c1ccccc1	-3	3%	-15%&-7%	?	-5%	-17%	-24%	-18%	2%
NS(=O)(=O)c1ccc(Nc2ccccc2)c([N+](=O)[O-])c1	-2	5%	-6%	?	-14%	?	-13%	-10%	?
O=C(O)C1C2CCC(O2)C1C(=O)Nc1ccc(Cl)cc1F (stereo not given)	-4	-12%	-13%	35%	?	-3%	-23%	10%	20%
O=C(CN1C(=O)NC2(CCCC2)C1=O)Nc1ccc(C(F)(F)F)cc1	-3	0%	-13%	-16%	-6%	-3%	-13%	-4%	49%
C#CCNC(=O)c1ccc(OCc2ccccc2)cc1Cl	-4	6%	?	0%	-1%	-18%	7%	-10%	-17%
COc1ccc(/C=N\NC(=O)c2ccc([N+](=O)[O-])c(C)c2)cc1COc1ccccc1C(N)=O	-6	15%	?	-32%	1%	-20%	-12%	?	?
Cc1cccc(C)c1NC(=O)Cn1c(=O)n(CCCC(=O)NC2CCN(Cc3ccccc3)CC2)c(=O)c2ccccc21	-5	-7%	-8%	6%	3%	-10%	-14%	1%	2%
O=C(c1ccccc1C(=O)N1CCN(c2ccc(F)cc2)CC1)N1CCN(c2ccc(F)cc2)CC1	-7	0%	-20%	-4%	0%	-9%	-6%	19%[11.4 µM]	3%
COc1ccccc1C(=O)NCCC(=O)OCC(=O)Nc1ccc(S(N)(=O)=O)cc1	-2	9%	nt	-9%	3%	-12%	-1%	2%	nt
CN(C)CCCN(C(=O)c1cc2ccccc2oc1=O)c1nc2c(F)cccc2s1	-4	6%	-3%	-1%	-19%	-17%	-11%	-28%	3%
COc1cc(Cl)cc(C=O)c1OCC(=O)O	-4	-1%	1%	4%	-6%	-10%	7%	2%	-2%
COC(=O)c1cc2ccccc2c(=O)s1	-3	-6%	5%	-6%	269%[activator]	-19%	-1%	2%	1%
COCCCNC(=O)Cn1ccc(NC(=O)OCc2ccccc2)nc1=O	-6	4%	nt	-4%	-9%	-9%	-11%	13%	nt
Cc1ccc(-c2nc(CSCC(=O)NC3CCN(Cc4ccccc4)CC3)c(C)o2)cc1	-1	2%	3%	52%[activator]	0%	-16%	9%	-25%[56.9 µM]	4%
COc1cc(/C=C2/SC(=S)N(C)C2=O)ccc1OC(=O)c1ccco1	-12	137%[activator]	-1%	8%	-11%	-11%	-8%	22%	32%

Screening data (PubChem BioAssay)
